# Bioassay records: PubChem BioAssay, Sanford-Burnham Center for Chemical Genomics
# MPTP block – mitochondrial permeability transition pore inhibitors, primary screen, biochemical, isolated mouse mitochondria, absorbance; hit rate 1.4% among 360,000; Ca2+ swelling absorbance, 30 min; AID 602449, 2012; inhibition, % at 10 µM;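 active means inhibition of 50% or more, scaled per plate between neutral and stimulator controls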;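 further: 0% = DMSO wells given calcium and 100% = 1 mM EGTA wells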
# ATG4B inh – ATG4B protease inhibitors, primary screen, biochemical, fluorescence, uHTS; inhibition, % at 8.33 µM; ATG4B cleavage of LC3-PLA2, NBD-HPC fluorescence, 1 h; hit rate 0.51% among 340,000; AID 504462, 2011; in the data active means inhibition above about 40%
# Target sequence (Q9Y4P1 whole entry, looked up): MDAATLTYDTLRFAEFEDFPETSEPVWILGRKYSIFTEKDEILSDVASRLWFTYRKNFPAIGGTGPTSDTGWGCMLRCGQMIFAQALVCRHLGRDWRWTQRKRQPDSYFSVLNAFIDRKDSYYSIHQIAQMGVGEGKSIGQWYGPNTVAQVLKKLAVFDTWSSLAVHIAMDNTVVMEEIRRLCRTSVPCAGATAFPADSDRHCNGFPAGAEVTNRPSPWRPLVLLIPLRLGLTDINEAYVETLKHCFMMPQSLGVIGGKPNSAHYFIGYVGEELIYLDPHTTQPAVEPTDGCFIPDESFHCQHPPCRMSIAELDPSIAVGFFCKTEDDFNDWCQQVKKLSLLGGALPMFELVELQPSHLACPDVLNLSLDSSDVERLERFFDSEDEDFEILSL
# hIAP block – human IAP inhibitors, primary screen, biochemical, luminescence, uHTS; Intestinal-type alkaline phosphatase (Homo sapiens), P09923; purified IAP, CDP-Star luminescence, 30 min; inhibition, % at 10 µM; hit rate 0.12% among 330,000;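 active means inhibition reaching a set limit with compound at 10 µM in the primary screen, cut at about 35% in these data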;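 further: plate controls were DMSO wells with enzyme for no effect and no-enzyme buffer wells for full effect; values of inactives mirror those of a sister screen read the other way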
# A3G deaminase – APOBEC3G DNA deaminase inhibitors, primary screen, biochemical, fluorescence, single-stranded DNA substrate, uHTS. DNA dC->dU-editing enzyme APOBEC-3G (Homo sapiens), Q9HC16. hit rate 0.28% among 330,000. recombinant A3G, ssDNA deamination FAM/TAMRA fluorescence. inhibition, % at 20 µM;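 active means inhibition of at least 40% at 20 µM, with no more than 30% in the related APOBEC3A deaminase screen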;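 further: plate controls were DMSO wells with A3G for no effect and wells lacking A3G enzyme for full effect; some compounds called inactive have numbers as strong as hits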
# Target sequence (Q9HC16 whole entry, looked up): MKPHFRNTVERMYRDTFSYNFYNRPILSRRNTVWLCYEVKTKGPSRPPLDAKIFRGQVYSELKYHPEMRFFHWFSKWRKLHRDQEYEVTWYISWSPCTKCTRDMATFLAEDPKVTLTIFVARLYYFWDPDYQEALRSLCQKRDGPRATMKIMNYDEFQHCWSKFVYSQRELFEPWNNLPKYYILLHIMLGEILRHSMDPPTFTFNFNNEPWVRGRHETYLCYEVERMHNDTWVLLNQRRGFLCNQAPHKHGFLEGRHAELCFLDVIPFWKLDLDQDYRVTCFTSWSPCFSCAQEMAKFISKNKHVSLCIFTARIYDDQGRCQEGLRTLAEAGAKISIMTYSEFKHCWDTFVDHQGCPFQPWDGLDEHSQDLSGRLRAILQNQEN
# APOBEC3A inh – APOBEC3A ssDNA deaminase inhibitors, primary screen, selectivity assay for APOBEC3G inhibitor project, biochemical, FAM/TAMRA oligo cleavage fluorescence; DNA dC->dU-editing enzyme APOBEC-3A (Homo sapiens), P31941; inhibition, % at 20 µM; AID 493011, 2011; hit rate 0.41% among 330,000; recombinant A3A, FAM/TAMRA ssDNA deamination fluorescence;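 active means at least 40% inhibition at 20 µM here, with at most 30% in a related deaminase screen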;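 further: plate controls were A3A with DMSO for no effect and wells lacking A3A enzyme for full effect; some results filed as inactive read as strong as hits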
# Target sequence (P31941 whole entry, looked up): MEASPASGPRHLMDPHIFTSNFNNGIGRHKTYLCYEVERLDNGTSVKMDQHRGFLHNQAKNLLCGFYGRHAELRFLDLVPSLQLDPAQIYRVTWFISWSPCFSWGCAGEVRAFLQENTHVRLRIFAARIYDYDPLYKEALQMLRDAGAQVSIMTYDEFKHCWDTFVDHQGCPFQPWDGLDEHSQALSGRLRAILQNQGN
# mIAP inh – inhibitors of mouse IAP, primary screen, biochemical, luminescence, uHTS; intestinal alkaline phosphatase [Mus musculus]; purified mouse IAP, CDP-Star luminescence, 30 min; inhibition, % at 10 µM; hit rate 0.2% among 330,000; AID 2806, 2010;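 active means inhibition of at least 40% at 10 µM in the primary screen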;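 further: plate controls were DMSO with enzyme for no effect and no enzyme wells for full effect; values of inactives mirror those of a sister screen read the other way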
# hIAP activ – human IAP activators, primary screen, biochemical, luminescence, uHTS; hit rate 0.16% among 330,000; activation factor at 10 µM; Intestinal-type alkaline phosphatase (Homo sapiens), P09923; purified human IAP, CDP-Star luminescence, 30 min; hits give high values; 1 = vehicle-only enzyme, 0 = enzyme-free background;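 active means activation factor of the enzyme at least 2-fold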; further: the source names both 10 and 20 µM as test concentration; values of inactives mirror those of a sister screen read the other way
# beta cell repl – inducers of MIN6 beta-cell proliferation, primary screen, ATP luminescence, uHTS. MIN6 cells proliferation, ATPlite luminescence, 48 h; cells starved in 0.2% serum; 100% = growth in 10% serum. proliferation, % at 10 µM. hit rate 0.29% among 330,000. AID 2380, 2010;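 active means compounds whose signal lies at least 3.5 SD above the mean of all wells on their plate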;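 further: 0% = DMSO-treated cells in low-serum medium and 100% = 10% serum control; some compounds called inactive have numbers as strong as hits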
# mIAP act – activators of mouse IAP, primary screen, biochemical, luminescence, uHTS; activation factor at 10 µM; intestinal alkaline phosphatase [Mus musculus]; hit rate 0.24% among 330,000; muIAP, CDP-Star luminescence, 30 min; hits give high values; 1 = vehicle-only enzyme signal, 0 = enzyme-free wells;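 active means activation factor of at least 2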; further: the source names both 10 and 20 µM as test concentration; values of inactives mirror those of a sister screen read the other way
#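 System: mouse IAP enzyme. Reagent: CDP-Star chemiluminescent phosphatase substrate. Benchmarks: DMSO wells, no-enzyme wells. Times: 30 min enzyme-substrate-compound incubation at room temperature. Detection: luminescence from enzymatic CDP-Star hydrolysis. Doses: test compounds delivered from DMSO solution.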
# An asterisk follows results filed as active.
nr	compound	MPTP block	ATG4B inh	hIAP block	A3G deaminase	APOBEC3A inh	mIAP inh	hIAP activ	beta cell repl	mIAP act
1	Cn1cnc2c(N3CCCCC3)nccc21	1.9	-3	-26	-3	0	-9	1.3	-2	1.1
2	COC(=O)c1cc(S(=O)(=O)N2CCCC2=O)c(Cl)cc1Cl	-0.5	-2	16	-9	3	-6	0.84	-4	1.1
3	COc1ccc(NS(=O)(=O)c2cccc(NC(=O)C34CCC(CC3)C4)c2)cc1	16	-15	8	-4	-3	3	0.92	0	0.97
4	c1ccc(-n2c(-c3ccco3)nnc2N2CCOCC2)cc1	0.4	-6	-2	-2	2	7	1	0	0.93
5	COc1ccc(N(CC(=O)NCC2CCCO2)S(=O)(=O)c2ccc(C)cc2)cc1OC (centres undefined)	-0.1	-3	-2	1	1	-7	1	6	1.1
6	O=C1CN(C(=O)CSc2nnnn2C2CC2)c2ccccc2N1	-1.2	-2	-5	-4	1	-3	1	-1	1
7	CC(=O)c1c(-c2ccc(C)cc2)nc2c3ccccc3ccn12	-1.3	-8	16	-6	4	-2	0.84	-2	1
8	CC(=O)N1c2ccccc2-c2nc3ccccc3n2C1C (centres undefined)	-0.1	5	-9	-8	-3	7	1.1	-1	0.93
9	CC(C)=CC(=O)N1CCC(N2CCC(C(=O)N3CCOCC3)CC2)CC1	1.0	-6	3	-7	-1	1	0.97	-2	0.99
10	Fc1ccc(/C=N/Nc2nn[nH]n2)cc1	-1.1	-5	-10	-4	6	-10	1.1	-4	1.1
11	CCC(=O)Oc1ccc(/C(CC)=C(\CC)c2ccc(OC(=O)CC)cc2)cc1	0.8	-8	10	-3	-2	0	0.9	-7	1
12	CCNC(=S)Nc1ccc(Cc2nc3ccccc3[nH]2)cc1	0.0	-1	4	-8	-4	-3	0.96	-2	1
13	C=CCC1NS(=O)(=O)OC(CCCC)C1O (centres undefined)	-0.2	-7	7	-2	-6	11	0.93	-3	0.89
14	CN(Cc1nc2ccccc2c(=O)[nH]1)C(=O)c1cccc(S(=O)(=O)N2CCc3ccccc32)c1	1.9	-4	8	5	4	3	0.92	4	0.97
15	O=C(c1ccc(Br)c(S(=O)(=O)N2CCCCC2)c1)N1CCCCC1	-0.2	1	-29	-4	-1	7	1.3	3	0.93
16	Cn1c(=O)c(=O)n(C)c2cc(S(=O)(=O)CCC(=O)Nc3ccc(C(F)(F)F)cc3)ccc21	-0.5	9	-10	-3	0	-4	1.1	-2	1
17	O=c1[nH]c(/C=C/c2ccccn2)nc2ccccc12	0.2	0	6	-10	-7	-2	0.94	-5	1
18	COc1ccc(S(=O)(=O)N2Cc3ccccc3CC2C(=O)O)cc1OC (centres undefined)	-1.2	-7	1	-1	0	2	0.99	-3	0.98
19	CCn1c(NCc2ccccc2Cl)nc2ccccc21	-16	2	-6	-3	0	0	1.1	2	1
20	C/C(=N/NC(=O)c1ccccn1)c1ccc(O)cc1	-1.1	5	-26	-3	-7	-15	1.3	-3	1.2
21	CCc1nnc2sc(-c3cc(-c4ccccc4)nc4ccccc34)nn12	2.6	0	25	-4	3	14	0.75	0	0.86
22	Cc1[nH]n(-c2cccc3ccccc23)c(=O)c1/C=N/NC(=O)c1cccc([N+](=O)[O-])c1	5.6	11	-26	5	2	7	1.3	-2	0.93
23	CC1CC(C)CN(C(=O)COc2ccc(-c3nnco3)cc2)C1 (centres undefined)	0.2	-3	-20	-2	3	-9	1.2	-5	1.1
24	O=C(CN1CCCC1)Nc1ccccc1C(=O)c1ccccc1	-0.8	-4	3	-4	-1	-2	0.97	2	1
25	CCN(CC)CC(=O)N1c2ccccc2Sc2ccccc21	-1.1	-3	-12	-6	1	-8	1.1	-3	1.1
26	Cc1ccc(N(CCC#N)C(=O)COC(=O)C2CCN(S(=O)(=O)c3ccc4c(c3)OCCO4)CC2)cc1	-0.4	-9	-9	-6	1	8	1.1	-1	0.92
27	Cc1c(C(=O)Nc2ccc(S(=O)(=O)Nc3ncccn3)cc2)oc2ccccc12	-0.5	0	22	-2	-1	2	0.79	-2	0.98
28	O=C(NNS(=O)(=O)c1ccc2ccccc2c1)NC1CCCCC1	1.1	-3	2	3	3	-1	0.98	1	1
29	CCOC(=O)C1(Cc2cccc(OC)c2)CCN(Cc2ccc(C)s2)CC1	97*	4	4	-4	1	-1	0.96	-5	1
30	COc1ccc(C2=NS(=O)(=O)N(C)C(C(=O)Nc3ccc(C(C)=O)cc3)=C2)cc1OC	1.5	-18	0	-3	-2	5	1	0	0.95

# Record cards (already shown). Order of values: MPTP block, ATG4B inh, hIAP block, A3G deaminase, APOBEC3A inh, mIAP inh, hIAP activ, beta cell repl, mIAP act
# CC(=O)N1c2ccccc2-c2nc3ccccc3n2C1C (centres undefined) in the list: -0.1, 5, -9, -8, -3, 7, 1.1, -1, 0.93
# CC(=O)c1c(-c2ccc(C)cc2)nc2c3ccccc3ccn12 in the list: -1.3, -8, 16, -6, 4, -2, 0.84, -2, 1

# Going on with the list:
nr	compound	MPTP block	ATG4B inh	hIAP block	A3G deaminase	APOBEC3A inh	mIAP inh	hIAP activ	beta cell repl	mIAP act
31	O=C(CCCN1C(=O)c2ccccc2C1=O)Nc1ccc2c(c1)OCCO2	0.7	0	-26	-9	-2	-5	1.3	-2	1.1
32	CCOc1ccccc1N1CCN(C(=O)c2cc3cc(OC)ccc3[nH]2)CC1	0.6	-9	9	-1	1	1	0.91	3	0.99
33	CC1(C)Cc2c(C#N)c(NCc3ccco3)nc(-c3ccco3)c2CO1	1.4	-3	-4	4	-7	-8	1	0	1.1
34	CSc1ccc(N2CCN(CCCNC(=O)Nc3ccccc3F)CC2)cc1	1.8	-1	16	-9	-3	-27	0.84	-5	1.3
35	Cc1cccc(-c2nc(CS(=O)CC(=O)N3CCc4ccccc4C3)c(C)o2)c1 (centres undefined)	-0.4	-5	-12	-7	-3	0	1.1	-4	1
36	CC(C)Sc1nnc(CNC(=O)C23CC4CC(CC(C4)C2)C3)n1Cc1ccccc1	1.8	-9	-24	-8	-1	7	1.2	-2	0.93
37	COc1ccc(N2C(=O)c3ccc(C(=O)OC(C)C)cc3C2=O)cc1	1.7	-5	12	-4	-3	-3	0.88	-2	1
38	COc1ccccc1CNC1CCCc2ccccc21 (centres undefined)	0.8	-2	-6	-5	-7	7	1.1	-1	0.93
39	COc1ccc(C2=NOC(C(=O)N3CCOCC3)C2)cc1OC (centres undefined)	1.0	3	10	1	2	2	0.9	0	0.98
40	CN(C)C(=O)c1cc(Cl)ccc1Sc1cc(Cl)ccc1Cl	-1.6	8	6	12	-2	4	0.94	1	0.96
41	C#CCOCCOCCOCCNc1nc(N2CCN(C(=O)[C@H](CCCN=C(N)N)n3cc(C(N)[C@@H](C)CC)nn3)CC2)nc(N2CCN(C(=O)[C@H](CCCCN)n3cc([C@@H](N)CC(N)=O)nn3)CC2)n1 (some centres undefined)	-1.0	3	4	-8	-1	2	0.96	2	0.98
42	Cc1ccc(-c2nnn(CC(=O)N(c3ccccc3F)C(C(=O)NC3CCCC3)c3ccco3)n2)o1 (centres undefined)	-0.8	3	9	-2	2	1	0.91	0	0.99
43	COCCn1c(N)c(Sc2ccc(Cl)cc2)c(=O)[nH]c1=O	-0.9	-3	0	-10	-2	2	1	-3	0.98
44	Fc1c(F)c(F)c(SCn2cc(Br)cn2)c(F)c1F	-2.6	-1	12	-8	-3	6	0.88	0	0.94
45	O=C(Nc1cccc(C(F)(F)F)c1)c1csc(-c2ccncc2)n1	-0.6	-14	4	-4	2	-2	0.96	-2	1
46	COc1ccc(NC(=O)CCNC(=O)c2ccco2)c(OC)c1	-2.2	-3	11	1	4	2	0.89	5	0.98
47	CCN(CC)c1nc(-c2ccc(C(=O)NN)cc2)nc(-c2ccc(C(=O)NN)cc2)n1	0.0	-1	9	-3	0	-3	0.91	-5	1
48	FC(F)(F)c1cc(-c2ccccc2)nc(-n2cc(Cl)cn2)n1	2.2	-6	14	0	3	14	0.86	1	0.86
49	O=c1oc(-c2ccccc2F)nc2scc(-c3ccccc3)c12	2.1	11	10	-10	-3	15	0.91	-1	0.85
50	NC(=O)c1nsc(C(=O)N(CC(=O)NC2CCCCC2)Cc2ccc(F)cc2)c1N	1.1	-9	3	-9	2	-6	0.97	-1	1.1
51	CCOC(=O)SC1=N/C(=C\c2ccc(N(C)C)cc2)C(=O)S1	3.9	-8	8	-7	-4	23	0.92	-4	0.77
52	COc1ccc2[nH]c(=O)c(CNc3ccccc3OC)cc2c1	1.0	-8	11	-7	0	1	0.89	-2	0.99
53	O=C(NCc1ccccc1Cl)C1CCN(S(=O)(=O)N2CCC3(CC2)OCCO3)CC1	1.1	0	-4	-1	1	-11	1	-2	1.1
54	CCCCC1=CC2=C(c3ccco3)C(=O)C(C)(OC(=O)c3ccc(OC)cc3)C(=O)C2=CN1CCc1ccccn1 (centres undefined)	-1.7	11	-2	-4	0	-2	1	-7	1
55	CC(=O)N(c1c(C)n(C)n(-c2ccccc2)c1=O)C1(C(=O)NC2CCCC2)CCCCC1	-5.7	-4	10	3	-4	8	0.9	-2	0.92
56	COCCc1nc2ccc(C(=O)N3CCCC(CCCO)C3)cc2o1 (centres undefined)	1.2	-5	-7	-6	-4	16	1.1	3	0.84
57	CCSc1nnc2c(n1)OC(C)(C)Nc1ccccc1-2	-0.8	4	18	-7	-4	-7	0.82	-1	1.1
58	COc1ccc(-n2c(C)cc(/C=C/c3nc(O)c([N+](=O)[O-])c(=O)[nH]3)c2C)cc1	1.5	18	5	12	13	10	0.95	-2	0.9
59	CN(C)/C=C1\N=C(c2ccccc2)OC1=O	0.5	0	-8	-5	-2	2	1.1	4	0.98
60	Cc1sc(-c2cccnc2)nc1OC(=O)C1CC1	-3.4	-1	2	-5	0	7	0.98	-2	0.93
61	CCc1cc2ccc(C)cc2nc1SCC(=O)Nc1cc(C)on1	-1.5	-7	2	-7	2	-6	0.98	2	1.1
62	O=C(CCc1nc2ccccc2s1)NCc1ccccc1F	-3.3	-1	-3	-5	5	3	1	-4	0.97
63	O=C(O)CN1C(=O)NC2(CCOc3ccccc32)C1=O (centres undefined)	0.4	-8	-5	-5	1	5	1	0	0.95
64	O=C(c1cnn2c(C(F)(F)F)cc(-c3cccs3)nc12)N1CCN(C(c2ccccc2)c2ccccc2)CC1	-0.2	4	-1	1	0	8	1	-6	0.92
65	COc1ccc(OCCCN2CCc3ccccc3C2)cc1	1.2	8	-16	-10	-8	-6	1.2	0	1.1
66	CCOc1ccc(N(CC(=O)Nc2cccc(Br)c2)S(C)(=O)=O)cc1	0.7	-6	-16	-5	3	-14	1.2	-2	1.1
67	CC1=Nc2ccccc2/C1=C/c1c(N)n2c(S(=O)(=O)C(C)C)nsc2nc1=O	2.5	2	1	-3	1	11	0.99	-3	0.89
68	Cc1ccc2c(CN3CCN(C(=O)c4ccco4)CC3)cc(=O)oc2c1C	-3.0	-1	4	-13	0	-8	0.96	-1	1.1
